Assay outcomes from PubChem BioAssay.
S3 lipid droplet: qHTS Assay for Lipid Storage Modulators in Drosophila S3 Cells. lipid storage change, negative = inhibition, % at the top dose, mostly 46.1 µM; hits show Potency in µM. 0.64% of 320,000 active. Drosophila S3 cells, BODIPY lipid droplet fluorescence, 18-24 h; cells fed with added oleic acid; active means well fitted inhibition curve with a large enough effect in the signal ratio, with a control signal flat, not every such curve was filed as active; inconclusive means small, poorly fitted or top-dose-only effect, or effect the other way, or a change in a side signal; the % refers to the signal ratio
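Laser-scanning cytometry quantifies lipid droplet accumulation (500–530 nm total intensity; droplet/cell object ratio) in oleic acid-fed (400 uM added) Drosophila S3 cells treated with a concentration series. 20 uM Triacsin C defined 100% inhibition.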
S3 lipid droplet cell count max: recorded beside S3 lipid droplet, whose call it bears; cell number change, %; measured here: cell count max response;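 cells counted by Cell Tracker Red CMTPX staining in the red channel; peak over a dose series mostly up to 46.1 µM; percent activity relative to internal control wells on each plate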
Numbers without * were called inactive; i = inactive; u = inconclusive; x = no result given. On the % scale 0 is the no-effect control and ±100 the full control effect; potency means the concentration at half of the fitted maximal effect. An excerpt, so the mix of outcomes need not match the whole.

SMILES	S3 lipid droplet	S3 lipid droplet cell count max
CCOC(=O)C1(CCCc2ccccc2)CCN(S(=O)(=O)N(C)C)CC1	u	x
Cc1c(NC(=O)Nc2c(Cl)cccc2Cl)c(=O)n(-c2ccccc2)n1C	-16%	3
Cc1cc(NC(=O)NN2CCOCC2)nn1-c1c(Cl)cc(Cl)cc1Cl	-5%	9
CCOc1cc(/C=N/NC(=O)C(=O)Nc2cc(Cl)ccc2C)ccc1O	u	x
Cc1nc(C(=O)Nc2ccccc2)sc1C(=O)Nc1ccccc1	-22%	-1
CCc1c(C)nc2ncnn2c1N1CCC(C(=O)Nc2ccc(C)cc2)CC1	u	x
O=C(c1ccccc1)N1CCN(C(=O)c2nn3c(C(F)(F)F)cc(-c4ccco4)nc3c2Cl)CC1	i	-17
O=C(NCC(c1ccco1)N1CCN(c2ccccc2F)CC1)OCc1ccccc1 (stereo not given)	-4%	-7
CCN(CC)CCCn1c2c(c(SCC(=O)Nc3nc(C)cs3)nc1=O)CCC2	u	x
CNc1nc2sc3c(c2c(=O)n1C)CC(C)(C)SC3	12%	-13
CCCCCNC(=O)c1cccnc1SCC(=O)Nc1ccccc1OC	6%	-1
Cn1c(N)c(C(=O)COC(=O)CCC2CCCCC2)c(=O)n(C)c1=O	u	x
CC(=O)N[C@@H](C)C(=O)N1CCN(S(=O)(=O)c2ccc(Cl)cc2)CC1	u	x
CCc1sc(NC(=O)CN2CCOCC2)nc1-c1ccccc1	u	x
CC(C)(C)C1CCC(N2CCN(c3ccccc3)CC2)CC1 (stereo not given)	u	x
O=C(CN(C(=O)c1csnn1)c1cccc(Cl)c1)NC1CCCCC1	u	x
CC(/C=C/C=C/c1ccccc1)=N/NC(=O)C(O)c1ccccc1 (stereo not given)	4%	12
COc1cc2ncc(C(=O)c3ccccc3)c(N3CCN(Cc4ccccc4)CC3)c2cc1OC	u	x
OC(C#CCN1CCCC1)(c1ccccc1)c1cccnc1 (stereo not given)	18%	-15
O=C(CC1C(=O)NCCN1CC1CCCCC1)NCc1ccc(F)cc1 (stereo not given)	u	x
CCC(C)C(=O)Nc1cccc(SC)c1 (stereo not given)	u	x
O=C(N/N=C/c1cccc2ccccc12)c1cccnc1	-2%	-5
CN(C)c1ncc(C(=O)O)cn1	13%	-5
CC(O)(CS(=O)(=O)Cc1ccc(Cl)cc1)C(=O)Nc1cccc(C(F)(F)F)c1 (stereo not given)	-2%	11
Nn1c(SCC(=O)NCc2ccc3c(c2)OCO3)nnc1C1CC1	-28%	-12

Exported comma-delimited: part of the list above.
Molecule,S3 lipid droplet,S3 lipid droplet cell count max
CNc1nc2sc3c(c2c(=O)n1C)CC(C)(C)SC3,12%,-13
CCCCCNC(=O)c1cccnc1SCC(=O)Nc1ccccc1OC,6%,-1
Cn1c(N)c(C(=O)COC(=O)CCC2CCCCC2)c(=O)n(C)c1=O,u,x
CC(=O)N[C@@H](C)C(=O)N1CCN(S(=O)(=O)c2ccc(Cl)cc2)CC1,u,x

The list continues:
SMILES	S3 lipid droplet	S3 lipid droplet cell count max
CCOC(=O)c1cccc(NC(=O)CCc2ccccc2)c1	u	x
CCN(Cc1ccccc1)C(=O)CSc1ncn[nH]1	u	x
O=C(NC1CC2CCCC(C1)N2C(=S)NCCc1ccccc1)C1CC1 (stereo not given)	-39%	-26
O=C(NCCNC(=O)c1ccc([N+](=O)[O-])cc1)c1ccncc1	1%	13
Cc1nn(-c2ccccc2)c(Cl)c1C(=O)N(C)c1nc(-c2ccc(F)cc2)cs1	0%	5
CCCC(=O)c1ccc(N2CCOCC2)c(F)c1	u	x
Cc1ccc(CC2CC(=O)N(CC(=O)O)C2=O)cc1 (stereo not given)	2%	11
CCn1c(SCC(=O)Nc2ccc(N3CCOCC3)c(Cl)c2)nnc1-c1ccc(N)cc1	u	x
CCCCCn1c(=O)[nH]c2cc(C(=O)NCCCN3CCCCC3CC)ccc2c1=O (stereo not given)	u	x
CCOc1cccc(CN2CCN(Cc3ccc(C)o3)C(CCO)C2)c1O (stereo not given)	22%	1
COC(=O)c1ccccc1NC(=O)c1ccc(COc2ccc(C)c(C)c2)o1	-9%	21
CC1=CC(C)(C)C(C(=O)O)C(C(=O)O)C1 (stereo not given)	2%	18
C#CCn1cc(/C=C2\NC(=O)NC2=O)c2ccccc21	u	x
COc1ccc(C2CC(=O)C(C=NCCN3CCN(C(=S)Nc4ccccc4)CC3)=C(O)C2)cc1 (stereo not given)	14%	22
CC(C)(C)S(=O)(=O)c1cnc2c(S(=O)(=O)c3ccccc3)cnn2c1N	u	x
Cc1cc(=O)n2nc(N3CCCC(C(=O)N4CCN(C)CC4)C3)sc2n1 (stereo not given)	3%	-3
COc1ccc(OCCOc2ccc(S(=O)(=O)N3CCCC3)cc2C(N)=O)cc1	u	x
COc1ccc(S(=O)(=O)N2CCOC2CNC(=O)C(=O)NCc2cccnc2)cc1C (stereo not given)	u	x
Cc1cc(C)c(C)c(S(=O)(=O)NCC(=O)Nc2ccc(F)cc2)c1C	u	x
O=C(Nc1cccnc1)c1cc(-c2ccc(Cl)cc2)on1	0%	10
Cc1cc(SCC(=O)NC2CCCC2)nc2ccccc12	u	x
O=C(Nc1nnc(CSCc2ccc(F)cc2)s1)c1ccc([N+](=O)[O-])cc1	15%	x
O=C(N/N=C/C1C(c2ccccc2)C1(Cl)Cl)c1cccc(Cl)c1 (stereo not given)	-3%	0
COc1cccc(Nc2nc3ccccc3n3nnnc23)c1	u	x
CC1=NN(c2ccc(C)cc2)C(=O)/C1=C\c1ccc(Br)s1	u	x

2 records drawn at random from the list so far, as already listed:
SMILES	S3 lipid droplet	S3 lipid droplet cell count max
O=C(Nc1cccnc1)c1cc(-c2ccc(Cl)cc2)on1	0%	10
O=C(NCC(c1ccco1)N1CCN(c2ccccc2F)CC1)OCc1ccccc1 (stereo not given)	-4%	-7

Next section
SMILES	S3 lipid droplet	S3 lipid droplet cell count max
CCN1CCN(C(=O)CN(CC)S(=O)(=O)c2ccc3ccccc3c2)CC1	u	x
CCC(=O)Nc1c2c(nn1-c1ccc(OC)cc1)CSC2	u	x
CC(=O)N1CCOCCOCCN(C(C)=O)CCOCCOCC1	-20%	3
Cn1c(=O)[nH]c(=O)c2cc(C(=O)c3cc(F)ccc3O)cnc21	i	x
Cc1onc(-c2c(Cl)cccc2Cl)c1C(=O)N1CCCCC1	i	21
Cc1ccc(OCCSc2nnc(-c3ccncc3)n2C)cc1	11%	2
O=C(O)c1ccc(NCc2cccnc2)c([N+](=O)[O-])c1	u	x
CC1(C)CC(=O)C=C(NCc2cccc(C(F)(F)F)c2)C1	4%	27
Cc1nnnn1CC(=O)Nc1cccc([N+](=O)[O-])c1	-26%	-14
COc1cc(OC)c(C(=O)Nc2cc(Cl)ccc2-n2cncn2)cc1OC	u	x
O=C(COC(=O)c1ccc(Br)o1)Nc1nc2c(F)c(F)c(F)cc2s1	u	x
COC(=O)C1CCN(C2=C(NS(=O)(=O)c3ccc(Cl)cc3)C(=O)c3ccccc3C2=O)CC1	u	x
Cc1ccc(-n2nc(C)c3c2NC2=C(C(=O)CC(C)(C)C2)C3c2ccccc2OCC(=O)O)cc1 (stereo not given)	u	x
Cc1cccc(NC(=S)N(CCN(C)C)Cc2cc3cccc(C)c3[nH]c2=O)c1	7%	-15
O=C(/C=C/c1cccnc1)/C=C/c1cccnc1	u	x
CCN(CC)c1nc2ccccc2nc1C(C#N)C(=O)NCCCOC (stereo not given)	u	x
CCOc1ccccc1C(=O)Nc1cc(C(=O)NCC(C)C)ccc1Cl	u	x
O=C1CCc2cc(S(=O)(=O)NCCc3ccc(Cl)cc3)cc3c2N1CC3	28%	x
CCCCN(Cc1ccco1)C(=O)C1CCCN(c2ncnc3c2nc2n3CCCCC2)C1 (stereo not given)	u	x
O=C(CSc1nnc(Cn2c(=O)sc3ccccc32)n1-c1ccccc1)N1CCCCCC1	-2%	-1
COc1ccc(C2CC(c3cccs3)=NN2C(=S)Nc2ccccc2)cc1OC (stereo not given)	u	x
CC1(C)CC(=O)C2=C(C1)NC(=O)CC2c1cccc(F)c1 (stereo not given)	-12%	-20
O=C(NS(=O)(=O)Oc1cccc(F)c1)OC[C@@H]1CCCN2CCCCC12 (stereo not given in full)	u	x
Cc1ccc(NC(=O)c2cccc(-n3cnnn3)c2)cc1Cl	u	x
CCOC(=O)c1sc(N2N=C(C)/C(=C\c3ccc(OCC(=O)OC)cc3)C2=O)nc1C	-3%	0
The list goes on:
SMILES	S3 lipid droplet	S3 lipid droplet cell count max
CCCCCCc1c(C)nc(-n2[nH]c(C)c(CCO)c2=O)[nH]c1=O	u	x
Cc1c(C(=O)O)sc(=S)n1CCOc1ccccc1	5%	3
Cc1noc(C)c1-c1nnc(-c2ccc(C(F)(F)F)cc2)o1	u	x
CCCCN(C)CCCNC(=O)c1cc(Nc2ccc(OC)c(OC)c2)nc2ccccc12	u	x
COc1ccc(N(C(C)C(=O)N/N=C(\C)C(C)(C)C)S(C)(=O)=O)cc1 (stereo not given)	2%	3
COc1cc([N+](=O)[O-])ccc1N/C=C/C(=O)c1cccs1	12µM*	-11*
O=C(CSc1nc2ccccc2n1CC(=O)N1CCCC1)Nc1ccc2c(c1)OCO2	u	x
Cc1ccc(C(C)C)c(OCC(=O)N2CCOCC2)c1	i	23
O=C(O)c1ccc(COc2ccccc2[N+](=O)[O-])o1	u	x
Cc1ccc(Cl)c(NC(=O)CN(C)CC(=O)Nc2ccc(F)c(F)c2F)c1Cl	0%	3
O=C(CN1C(=O)/C(=C/c2ccccc2F)Sc2ccccc21)NCCCN1CCOCC1	u	x
COc1ccc2[nH]c(=O)c(CN(Cc3cccnc3)C(=S)NCC3CCCO3)cc2c1 (stereo not given)	u	x
C/C(=N\NC(=O)c1ccoc1C)c1cccnc1	15%	11
COc1cc(OC)cc(OCC(O)Cn2cnc(-c3ccccc3)c2)c1 (stereo not given)	-3%	-4
CN(Cc1ccccc1F)C(=O)c1ccccc1Sc1ccccc1C#N	19%	2
Cc1ccc(C(=O)c2ccccc2C(=O)OCC(=O)N2C(C)CCCC2C)cc1 (stereo not given)	u	x
COc1cc(/C=C2/SC(=S)N(CCC(=O)Nc3ccccc3)C2=O)cc(OC)c1OC	1.8µM*	x
COc1ccc(CCNc2nc(N3CCCCC3)nc(N3CCCCC3)n2)cc1OC	u	x
CCCN(C(=O)c1cc(Cl)nc2ccccc12)C1CCS(=O)(=O)C1 (stereo not given)	u	x
CCOc1ccc(S(=O)(=O)N(CC)CC(=O)N2CCOCC2)cc1C	u	x
Nc1nc(-c2sc3nc4c(cc3c2N)CCCC4)nc(N2CCOCC2)n1	-1%	-23
COc1ccc(C(=O)/C=C/C(=O)N(Cc2ccccc2)C(C(=O)NC2CCCCC2)c2ccncc2)c(O)c1 (stereo not given)	u	x
CC1=C(C(=O)OC(C)C)C(c2ccco2)NC(=O)N1 (stereo not given)	-7%	-15
Nc1nc2ccccc2n1CCOc1ccc(Cl)cc1	u	x
Clc1ccc(CN2C3=NCCN3c3ccccc32)cc1Cl	15%	-17

In the list so far, eight have two or more sulfur atoms:
SMILES	S3 lipid droplet	S3 lipid droplet cell count max
CCN(CC)CCCn1c2c(c(SCC(=O)Nc3nc(C)cs3)nc1=O)CCC2	u	x
CNc1nc2sc3c(c2c(=O)n1C)CC(C)(C)SC3	12%	-13
CC(C)(C)S(=O)(=O)c1cnc2c(S(=O)(=O)c3ccccc3)cnn2c1N	u	x
O=C(Nc1nnc(CSCc2ccc(F)cc2)s1)c1ccc([N+](=O)[O-])cc1	15%	x
O=C(CSc1nnc(Cn2c(=O)sc3ccccc32)n1-c1ccccc1)N1CCCCCC1	-2%	-1
COc1ccc(C2CC(c3cccs3)=NN2C(=S)Nc2ccccc2)cc1OC (stereo not given)	u	x
Cc1c(C(=O)O)sc(=S)n1CCOc1ccccc1	5%	3
COc1cc(/C=C2/SC(=S)N(CCC(=O)Nc3ccccc3)C2=O)cc(OC)c1OC	1.8µM*	x

Following part.
SMILES	S3 lipid droplet	S3 lipid droplet cell count max
Cn1c(=O)c2cc(S(=O)(=O)NCCC(=O)N3CC=C(c4ccccc4)CC3)ccc2n(C)c1=O	u	x
COc1ccc2[nH]cc(CCNC(=O)Cc3ccc(Br)cc3)c2c1	u	x
COC(=O)Cc1c(O)ccn(Cc2ccccc2OC)c1=O	3%	7
COc1cc(NC(=O)c2cc([N+](=O)[O-])ccc2N2CCOCC2)ccc1NC(=O)c1ccco1	u	x
Cc1ccc(CNC(=O)/C=C/c2ccc(S(=O)(=O)NCc3ccco3)cc2)cc1	-30%	2
O=C(O)CCc1ccc(-c2ccc(Cl)cc2)n1CCC(=O)O	u	x
Cc1cc(Cl)cc(C)c1OCC(=O)O	0%	4
O=[N+]([O-])c1ccc(NNC(=S)Nc2ccccc2)cc1	u	x
COc1ccc(-c2coc3c(CN4CCOCC4)c(O)ccc3c2=O)cc1	21%	-2
CC1(C)CC(=O)C(=CN2CCN(C(=O)c3ccco3)CC2)C(=O)C1	-14%	-12
Clc1cccc(CNCCNCc2cccc(Cl)c2)c1	u	x
CCn1c(=O)cc(SCC(=O)NCC2CCCO2)c2ccccc21 (stereo not given)	u	x
COc1ccc(C(CC(=O)NCCN2CCOCC2)NS(=O)(=O)c2ccc(C)cc2)cc1 (stereo not given)	u	x
CCCN1C(=O)c2ccc(C(=O)Nc3ccccc3C(=O)O)cc2C1=O	-8%	-3
CCCc1nnc(NC(=O)C(=O)NCCN(CC)CC)s1	u	x
COc1cc(Cn2c(-c3ccc(O)c(OC)c3)nc3ccccc32)ccc1O	17%	14
O=C(Nc1cccnc1)C1CCCN1S(=O)(=O)c1ccc(Cl)c(Cl)c1 (stereo not given)	u	x
O=C(COC(=O)c1cnccn1)Nc1ccc2c(c1)OCO2	i	x
COc1ccc(CCn2c(=S)[nH]c3cc(C(=O)NCc4ccco4)ccc3c2=O)cc1OC	u	x
O=C(CCCNC(=O)/C(=C/c1ccccc1F)NC(=O)c1ccccc1)OCc1ccccc1	u	x
